Screens from PubChem.
FLuc inhib CS: Photinus pyralis luciferase inhibition counter-screen; P08659; ATPLite firefly luciferase biochemical luminescence, 10 min; inhibition, % at 10 µM; 200,000 tested, 1.5% active;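 active = inhibition above about 50% when tested at 10 µM, limit read from the data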
Target sequence (P08659 whole entry, looked up): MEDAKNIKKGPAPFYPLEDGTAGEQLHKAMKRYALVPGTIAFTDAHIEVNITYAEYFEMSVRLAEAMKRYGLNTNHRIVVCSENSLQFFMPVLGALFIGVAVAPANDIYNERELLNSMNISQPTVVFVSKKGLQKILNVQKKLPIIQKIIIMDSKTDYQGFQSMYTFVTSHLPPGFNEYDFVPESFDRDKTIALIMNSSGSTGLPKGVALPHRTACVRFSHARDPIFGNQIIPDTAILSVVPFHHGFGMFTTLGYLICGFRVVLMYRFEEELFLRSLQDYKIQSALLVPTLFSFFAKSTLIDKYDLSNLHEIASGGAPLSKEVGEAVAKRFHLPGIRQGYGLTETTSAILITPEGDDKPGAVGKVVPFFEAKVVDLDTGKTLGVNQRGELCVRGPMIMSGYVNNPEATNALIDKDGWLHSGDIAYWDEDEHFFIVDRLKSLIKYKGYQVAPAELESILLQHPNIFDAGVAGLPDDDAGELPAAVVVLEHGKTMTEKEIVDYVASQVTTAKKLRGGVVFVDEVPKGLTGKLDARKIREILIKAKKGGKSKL
Efa HMGR inh: E. faecalis class II HMG-CoA reductase inhibition; AID 1066; purified E. faecalis HMGR, NADPH absorbance 340 nm kinetic; inhibition, % at 10 µM; 190,000 tested, 0.41% active;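 active = inhibition above a set limit, the median over all tested compounds plus 3 SD, cut at about 9.5% in these data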;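 also: enzyme runs in reverse so mevalonate oxidation gives rising NADPH absorbance; 0% = complete reaction with DMSO and 100% = background rate lacking mevalonate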
Hsp70 activator: switches on Hsp70 transcription; HeLa Hsp70 promoter luciferase reporter, luminescence; scaled: vehicle 0, proteasome-inhibitor control 100%; 200,000 tested, 0.04% active; activation, % at 10 µM;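 active = activation above the mean across all tested compounds plus 3 SD, cutoff set per campaign, cut at about 5.5% in these data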;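 also: 100% = MG132 at 30 µM as the positive control and 0% = DMSO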
DTT redox prof: compounds producing H2O2 with reducing agent – biochemical, NIH compound library profiling, artefact control for MLSCN library redox annotation, primary screen; DTT-dependent redox cycling H2O2, phenol red/HRP absorbance; 100% = 100 µM peroxide control, 0% = buffer; activation, % at 10 µM; 200,000 tested, 0.03% active;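 active = activation of at least 50% relative to the plate's high and low controls in the primary single-dose screen; inactive = activation below 50%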;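 also: compound incubated with DTT at 0.8 mM final as the reducing agent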
APP 5UTR inh: APP translation inhibition; inhibition, % at 2 µM; AID 1285; SH-SY5Y APP 5'UTR-luciferase reporter, luminescence; 190,000 tested, 0.82% active;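 active = inhibition above a set limit, derived from the sample mean plus 3 SD, cut at about 45% in these data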; also: values of inactives mirror those of a sister screen read the other way
G6PDH counter: counter-screen for G6PDH assay hits: L. mesenteroides G6PDH inhibition; AID 1020; Purified L. mesenteroides G6PDH, diaphorase/resazurin coupled fluorescence, 45 min; 200,000 tested, 0.12% active; inhibition, % at 5 µM; in the data active = inhibition above about 50%
STAT1 activator: STAT1 signaling activation. NIH 3T3 STAT1-luciferase reporter, IFN-gamma, luminescence; 100% = IFN-gamma alone, no compound. activation (% of control), % at 5.5 µM. 200,000 tested, 2.6% active. AID 932;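 active = activation above the screen-wide mean activation plus 3 SD, cut at about 130% in these data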;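 also: raw ratio to IFN-gamma control signal so 100% means no change and 0% no light; values of inactives mirror those of a sister screen read the other way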
APP 5'UTR act: activates APP 5'UTR luciferase reporter; activation, % at 2 µM; SH-SY5Y APP 5'UTR luciferase reporter, luminescence; zero percent = DMSO vehicle wells; 190,000 tested, 1% active; AID 1276;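 active = activation above a set limit, based on mean plus 3 SD of controls, cut at about 140% in these data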; also: values of inactives mirror those of a sister screen read the other way
NF-kB neuron act: raises NF-kB expression in human neuronal cells; 190,000 tested, 1.6% active; NF-kB reporter expression; stronger effect = higher value; fold change at 12.5 µM; in the data active = fold change above about 3.3
FLuc stim CS: firefly luciferase counter-screen for stimulation assays | 200,000 tested, under 10 active | P08659 | ATPlite luciferase biochemical, luminescence, 10 min; 0 = ATP-free wells, 1 = DMSO control | activation factor at 10 µM | AID 1027;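 active = luciferase activation factor, scaled between plate controls, of at least 2 with compound at 10 µM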
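test system = cell-free luciferase reagent | medium = PBS as buffer for the ATP substrate | dosing = test compounds dosed from 2 mM stocks in 100% DMSO | incubation = 10 min at ambient temperature | detection = luminescence measurement of luciferase light output | benchmarks = low control with PBS replacing ATP, high control enzyme plus ATP without compound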
* hit, by the source's call; nt = not tested or not shown. Not a hit list. Share with any hit: about 5.3%.

SMILES	FLuc inhib CS	Efa HMGR inh	Hsp70 activator	DTT redox prof	APP 5UTR inh	G6PDH counter	STAT1 activator	APP 5'UTR act	NF-kB neuron act	FLuc stim CS
C/C(=N\NC(=O)c1ccc(Cl)cc1)c1cccc(NC(=O)c2cccnc2)c1	63.2*	-1.5	-0.2	-0.2	7.3	-0.8	103.1	-7.3	1.05	0.4
O=C1Nc2ccccc2SC(c2ccccc2)C1O (configuration not stated)	3.2	0.8	0.3	0.7	5.1	9.2	97.3	-5.1	0.85	1
CC1CCC(C(=O)c2c(O)c3ccccc3oc2=O)CC1 (configuration not stated)	5.1	-1.6	-0.2	0.3	-35.4	3.0	100.0	35.4	0.98	0.9
O=C(CC1C(=O)NCCN1Cc1ccoc1)NCCc1ccc(Cl)cc1 (configuration not stated)	19.7	-1.4	0.4	-0.6	-8.7	17.8	101.5	8.7	1.16	0.8
CCn1c2ccccc2c2nc3ccccc3nc21	3.6	-1.0	-0.3	2.1	-6.0	0.4	105.4	6.0	0.99	1
Clc1ccc2nc(CSc3ncn[nH]3)cn2c1	2.9	-2.7	0.5	0.0	-20.1	9.3	108.7	20.1	1.29	1
CCOc1cc(NS(=O)(=O)c2ccccc2)c(OCC)cc1NC(=O)c1ccco1	-6.2	-0.3	-0.1	0.1	6.7	11.7	104.8	-6.7	0.8	1.1
CCC1CCCCN1C(=O)CCCOc1ccccc1 (configuration not stated)	-0.1	-2.5	-0.4	0.1	-64.7	5.1	117.7	64.7	0.77	1
O=C(COc1cccc2ccccc12)NNC(=O)c1cccs1	-3.9	4.3	-0.3	-4.0	9.1	2.9	99.3	-9.1	1.08	1
O=C(Cc1ccc(Cl)cc1)Nc1cccc(S(=O)(=O)Nc2ccccc2F)c1	-5.5	-5.0	-0.3	0.3	10.3	-20.8	99.2	-10.2	1.08	1.1
CN1CCN(C(=O)c2cc(Cl)ccc2Cl)CC1	-8.4	-0.8	-0.2	2.1	-5.0	4.4	95.0	5.0	1.03	1.1
O=C(c1ccco1)N1CCN(C(=O)c2cc3cc([N+](=O)[O-])ccc3oc2=O)CC1	-2.6	-4.1	-0.3	-1.0	-6.5	12.5	101.8	6.5	1.14	1
COC(=O)c1cc(C(=O)Cc2ccccc2)c[nH]1	-1.7	-1.9	0.8	-0.4	-8.1	4.7	104.6	8.1	1.31	1
O=C(CCS(=O)(=O)c1cccc2nsnc12)NCc1ccccc1	-6.7	2.9	-0.3	-2.7	-0.7	10.5	95.3	0.7	0.95	1.1
O=S(=O)(Nc1cccc2c1CCCC2)c1cccc(C(F)(F)F)c1	-11.8	-2.5	-0.2	-0.6	-5.8	19.0	90.9	5.8	0.84	1.1
CCOc1ccccc1NC(=O)C1=C(C)NC(=S)NC1c1cccs1 (configuration not stated)	-4.2	0.4	-0.3	-0.1	-0.2	10.1	98.9	0.2	0.59	1
Cc1ccc(-n2c(=O)[nH]c3c(C(N)=O)nc(CC(C)C)nc32)cc1	-3.1	-2.6	-0.2	-0.2	-12.6	-4.8	99.6	12.6	0.92	1
Nc1cc(-c2ccccc2)nn1S(=O)(=O)c1ccc(Br)cc1	0.4	-6.7	0.1	-1.2	-2.0	14.3	100.0	1.9	1.25	1
CCCCC(=O)Nc1nn(C)c2nc3c(C)cccc3cc12	-3.4	1.7	-0.1	0.1	-4.5	4.5	93.7	4.5	1.31	1
O=C(C1CCN(C2CCN(CC3CC=CCC3)CC2)CC1)N1CCOCC1 (configuration not stated)	-7.0	1.0	0.2	1.8	-16.7	14.9	94.2	16.7	0.65	1.1
CSC1=N/C(=C\c2ccccc2)C(=O)N1C	0.1	-3.7	-0.3	-5.7	-4.4	2.9	99.4	4.4	1.5	1
CCOc1cc(CNCc2ccncc2)cc(Br)c1OCc1ccccc1F	-4.3	2.1	-0.4	-3.3	10.0	-1.0	92.5	-10.0	0.71	1
O=C(c1nnc(-c2ccccc2)o1)C1CC1	-1.9	-1.4	-0.6	-2.7	-41.6	0.3	96.2	41.6	1.18	1
COc1ccccc1N1CCN(C(=O)CSc2nc(-c3ccccc3)cc(=O)[nH]2)CC1	-4.7	-0.1	-0.5	-0.8	-2.4	4.2	102.1	2.4	1.06	1
O=C(CCc1ccc(S(=O)(=O)N2CCOCC2)cc1)N1CCc2ccccc2C1	-2.0	-0.5	0.1	-0.1	-8.7	2.1	99.6	8.7	1.2	1
New compounds follow:
SMILES	FLuc inhib CS	Efa HMGR inh	Hsp70 activator	DTT redox prof	APP 5UTR inh	G6PDH counter	STAT1 activator	APP 5'UTR act	NF-kB neuron act	FLuc stim CS
O=C1C(C=NCCCN2CCCC2=O)=C(O)c2ccccc21	30.8	-3.1	0.1	1.1	-35.5	13.7	121.6	35.5	1.53	0.7
CC(=O)Nc1nc(=S)ss1	-4.5	-1.2	0.0	2.6	-7.0	14.8	95.2	7.0	0.89	1
C=CCNC(=O)COC(=O)c1ccc(C)c(NC(=O)c2ccco2)c1	-3.6	4.9	-0.3	0.0	-6.2	10.7	106.8	6.2	1.03	1
Cc1sc(NC(=O)c2ccco2)nc1-c1ccc2c(c1)CC(C)N2C(=O)C1CC1 (configuration not stated)	-2.3	-0.9	0.5	-1.5	39.0	-0.2	95.1	-39.0	0.48	1
Cc1cc(=O)[nH]c(N/N=C/c2ccc([N+](=O)[O-])cc2)n1	-2.2	-4.3	-0.4	0.2	-2.7	3.1	103.6	2.6	1.3	1
c1ccc2c(c1)nc1n2CN(Cc2ccc3c(c2)OCO3)CN1	-3.9	-0.8	-0.1	0.0	1.9	-2.5	101.1	-1.9	1.25	1
COCC(C)N1C(=O)Cc2c1nc(N)c1c(N)nc(N3CCN(c4ccccc4F)CC3)c(C#N)c21 (configuration not stated)	0.0	2.8	-0.2	-0.8	-1.9	1.8	98.6	1.9	0.47	1
CC(C)CNS(=O)(=O)c1ccc(CCC(=O)NCC2CCCO2)cc1 (configuration not stated)	-3.8	-0.5	-0.4	2.5	15.4	-6.4	96.7	-15.4	1.44	1
CC(C)(C)NC(=O)C(=O)NCCC1=CCCCC1	1.1	-4.3	-0.1	-0.2	-25.5	5.7	108.9	25.5	1.42	1
CC1=CC(C)(C)N=C(Nc2ccc(C)cc2)S1	-8.6	2.0	-0.2	-1.0	-13.1	-3.2	114.2	13.1	1.99	1.1
CCCC(=O)OC/C(O)=C(\C#N)c1nc2ccccc2[nH]1	-2.8	3.2	0.1	-0.4	9.6	8.4	94.7	-9.6	0.24	1
CCOc1ccc(-c2c[n+]3c(n2-c2ccccc2)CCCCC3)cc1	-1.2	-7.9	-0.5	0.4	-22.0	6.4	74.3	22.0	0.54	1
CC1(c2ccc(Cl)cc2)NC(=O)N(CC(=O)N2CCCC2)C1=O (configuration not stated)	-1.7	-9.0	-0.2	1.1	-10.8	1.7	99.4	10.8	1.03	1
COC(=O)c1nc2nc(C)cc(=O)n2[nH]1	-4.1	-5.6	-0.1	-1.9	-4.3	1.2	94.6	4.3	1.03	1
COc1ccc(NC(=S)Nc2cc(C)cc(C)n2)cc1OC	1.2	-2.9	-0.3	1.0	-72.4	7.6	108.8	72.4	1.13	1
CN1CCc2c(n(CC(O)CN3C(=O)c4ccccc4S3(=O)=O)c3ccccc23)C1=O (configuration not stated)	-6.4	-5.4	-0.2	0.1	12.8	5.9	104.4	-12.8	1.25	1.1
CS(=O)(=O)N1CCC(C(=O)O)CC1	-3.1	3.4	-0.6	0.4	-9.6	4.8	105.0	9.6	1.13	1
Cc1noc(C)c1COC(=O)c1cccc(N(C)C)c1	-5.8	-2.8	-0.2	0.0	-3.3	3.5	94.1	3.3	1.21	1.1
CCOC(=O)N1CCN(C(=O)CSCc2ccc(Br)cc2)CC1	-1.5	-0.6	-0.2	-1.3	11.3	11.9	94.8	-11.3	1.35	1
O=C(CSCc1ccc(Br)cc1)NC1CC1	-1.7	-4.8	-0.1	0.0	6.9	1.5	102.9	-6.9	1.41	1
COc1ccc(S(=O)(=O)n2nc(OC(C)=O)cc2N(C(C)=O)C(C)=O)cc1	4.4	1.3	1.4	-0.7	-4.9	9.3	95.5	4.9	1.17	1
COC(=O)c1sccc1NC(=O)c1cc(-c2ccc(C)cc2C)nc2ccccc12	-2.2	-3.3	0.5	1.1	-4.1	5.6	97.8	4.1	0.97	1
Cn1c(Cn2c(=O)sc3ccccc32)nnc1SCC(=O)NCc1ccc(F)cc1	-4.6	-5.5	0.2	-1.2	3.6	3.4	95.6	-3.6	1.03	1
Cc1ccc(Oc2ccc(Oc3ccc(C)cc3)nn2)cc1	-2.4	-3.0	-0.3	-6.9	-10.8	-2.4	99.9	10.8	1.59	1
CCCN1C(=O)/C(=C/c2ccccc2OCc2ccc(C(=O)O)cc2)NC1=S	72.1*	-1.3	0.3	-1.1	14.6	0.8	107.7	-14.6	nt	0.3

An excerpt from above in order of SMILES length, high to low.
SMILES	FLuc inhib CS	Efa HMGR inh	Hsp70 activator	DTT redox prof	APP 5UTR inh	G6PDH counter	STAT1 activator	APP 5'UTR act	NF-kB neuron act	FLuc stim CS
Cn1c(Cn2c(=O)sc3ccccc32)nnc1SCC(=O)NCc1ccc(F)cc1	-4.6	-5.5	0.2	-1.2	3.6	3.4	95.6	-3.6	1.03	1
CCCC(=O)OC/C(O)=C(\C#N)c1nc2ccccc2[nH]1	-2.8	3.2	0.1	-0.4	9.6	8.4	94.7	-9.6	0.24	1
CC(C)(C)NC(=O)C(=O)NCCC1=CCCCC1	1.1	-4.3	-0.1	-0.2	-25.5	5.7	108.9	25.5	1.42	1

Following part.
SMILES	FLuc inhib CS	Efa HMGR inh	Hsp70 activator	DTT redox prof	APP 5UTR inh	G6PDH counter	STAT1 activator	APP 5'UTR act	NF-kB neuron act	FLuc stim CS
CC(C)OCCCNC(=S)Nc1ccc(S(N)(=O)=O)cc1	1.2	0.1	-0.5	-0.2	-4.9	6.2	108.5	4.9	1.1	1
S=C1NNC2(NN1)C1CC3CC(C1)CC2C3	-5.4	-8.3	0.0	0.0	-2.9	3.7	96.5	2.9	1.55	1.1
CC1(C)CNc2cc([N+](=O)[O-])ccc2S1	2.0	2.2	-0.2	-1.6	26.3	18.0	109.4	-26.3	1.64	1
CC1(C)CN2C(=S)N(c3ccccc3)C(c3ccccc3)N2C1 (configuration not stated)	-3.2	-1.7	-0.3	-0.1	1.9	6.9	108.9	-1.9	0.88	1
CCOC(=O)N1CCN(C(=O)c2cc3c(s2)-c2ccc(Cl)cc2S(=O)(=O)C3)CC1	0.6	-2.0	-0.3	0.0	-7.2	-4.9	94.7	7.2	0.95	1
CCOC(=O)N1CCC(Nc2ncnc3c2cnn3-c2ccc(Cl)cc2)CC1	-2.7	-7.5	-0.5	-0.7	-15.1	-14.0	117.8	15.1	0.81	1
Cc1cc(/C=N\NC(=O)CC(=O)NC2CCCCC2)c(C)n1-c1ccc(Cl)cc1	-4.8	-2.2	0.0	-1.4	5.8	-26.5	100.7	-5.8	1	1
O=C(NCCc1ccccc1)c1ccc2c(c1)N(Cc1ccccc1)C(=O)CS2=O (configuration not stated)	-2.3	1.7	-0.2	-0.5	5.7	-4.5	94.1	-5.7	1.89	1
Cc1onc(-c2ccccc2Cl)c1C(=O)NC1CCS(=O)(=O)C1 (configuration not stated)	-4.9	-7.4	-0.4	-3.8	2.1	5.1	99.8	-2.1	1.17	1
NC(=O)Cn1c(-c2nonc2N)nc2ccccc21	-4.3	-0.5	0.3	-0.2	-1.9	11.2	92.4	1.9	1.39	1
CC(C)Oc1cccc(OCCN2C(=O)c3ccccc3C2=O)c1	-8.9	-2.3	0.0	-0.7	-4.3	10.6	115.6	4.3	1.4	1.1
